Source: PubChem
PGK inhibitor: qHTS Assay to Find Inhibitors of Phosphoglycerate Kinase; Phosphoglycerate kinase, glycosomal (Trypanosoma brucei brucei), P07378; PGK/GAPDH coupled, Kinase-Glo luminescence, 60 min; Potency, µM (doses to about 57.5 µM), without a hit: at the highest dose activity change, negative = inhibition, actives largely listed as inhibitors; 380,000 tested, 0.043% active; AID 602233, 2012; further: potency means the concentration at half of the fitted maximal effect; on the % scale 0 is the no-effect control and ±100 the full control effect; nearly all actives have a fitted effect of over 60% in size
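Recombinant glycosomal PGK reaction used 1,3-bisphosphoglycerate generated in-well by GAPDH (100nM final) in 100mM TEA pH 7.6, 5mM MgCl2, 0.01% Tween-20. After 60 minutes at room temperature, ATP was read by Kinase-Glo Plus luminescence end-point.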
PI4K2A inh: qHTS for small molecular inhibitors of PI4K2A; purified PI4K2A, ADP-Glo luminescence, 1 h; hits give low values; activity change, negative = inhibition, % at 76.9 µM; 420,000 tested, 0.13% active; AID 1346378, 2018; in the data active means activity change below about -50%; inconclusive means mostly about -30% to -49%;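 further: -100% = wells without enzyme as full effect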
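Compounds are screened against recombinant PI4K2A using PI as substrate and ATP, the latter dispensed at 300 microM. Reactions run one hour at ambient temperature before ADP-Glo detection; full inhibition defined by wells lacking enzyme.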
Pol eta inh: qHTS for Inhibitors of Polymerase Eta | recombinant Pol eta, fluorescent DNA replication assay | Potency, µM (doses to about 114 µM), for the others: at the highest dose activity change, negative = inhibition, hits mostly inhibitors | 390,000 tested, 1.2% active | AID 588591, 2011; further: potency means the concentration at half of the fitted maximal effect; on the % scale 0 is the no-effect control and ±100 the full control effect
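Pol eta (10 nM) was preincubated with compounds for 15 min at room temperature, after which fluorescent replication substrate (50 nM final) was added to start the reaction. Fluorescence was read kinetically at 0 and 10 min.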
GLS inhibitor: qHTS for Inhibitors of Glutaminase (GLS). Glutaminase kidney isoform, mitochondrial (Homo sapiens), O94925. GLS enzymatic activity, qHTS titration. Potency, µM (top dose mostly 45.5 µM), without a hit: at the top dose activity change, negative = inhibition, usual class: inhibitors. 410,000 tested, 0.21% active. AID 624170, 2012; further: potency means the concentration at half of the fitted maximal effect; on the % scale 0 is the no-effect control and ±100 the full control effect
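hKGA in 45 mM KH2PO4 (pH 8.2), 0.02% Tween-20 with compound, then 1mM L-Glutamine (stock as added) plus glutamate oxidase/HRP/Amplex red coupling mix. Fluorescence read initially and after 30 min at RT; signal change reflects glutamate formation.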
Pin1 inh: qHTS Assay to Find Inhibitors of Pin1; Peptidyl-prolyl cis-trans isomerase NIMA-interacting 1 (Homo sapiens), Q13526; 390,000 tested, 0.009% active; Pin1 FP peptide displacement, HiFluor488, 10 min; AID 504891, 2011; Potency, µM (top dose mostly 115 µM), inactives show at the highest dose activity, negative = inhibition, actives largely listed as inhibitors; active means well fitted inhibition curve with a large enough effect in the polarisation, with a control signal flat, not every such curve was filed as active; inconclusive means small, poorly fitted or top-dose-only effect, or effect the other way, or a change in a side signal; inactive means no such curve, though single readings can be large or run the other way; the % refers to the polarisation; further: potency means the concentration at half of the fitted maximal effect; on the % scale 0 is the no-effect control and ±100 the full control effect
JMJD2A Tudor: qHTS Assay for Inhibitors of JMJD2A-Tudor Domain; AlphaScreen JMJD2A-Tudor / H3K4me3 peptide binding; 390,000 tested, 4.4% active; AID 504339, 2011; Potency, µM (series often up to 114 µM), without a hit: at the top dose activity change, negative = inhibition, most hits filed as inhibitors; Lysine-specific demethylase 4A (Homo sapiens), O75164; further: potency means the concentration at half of the fitted maximal effect; on the % scale 0 is the no-effect control and ±100 the full control effect; nearly all actives have a fitted effect of over 50% in size
HP1b binding inh: HTS for Inhibitors of HP1-beta Chromodomain Interactions with Methylated Histone Tails. AlphaScreen HP1-beta / biotin-H3K9me3 peptide binding. 390,000 tested, 0.56% active. Potency, µM (highest dose often 114 µM), without a hit: at the top dose activity change, negative = inhibition, usual class: inhibitors. Chromobox protein homolog 1 (Homo sapiens), P83916; further: potency means the concentration at half of the fitted maximal effect; nearly all actives have a fitted effect of over 70% in size; inactives centre near 23
Target sequence (P83916 whole entry, looked up): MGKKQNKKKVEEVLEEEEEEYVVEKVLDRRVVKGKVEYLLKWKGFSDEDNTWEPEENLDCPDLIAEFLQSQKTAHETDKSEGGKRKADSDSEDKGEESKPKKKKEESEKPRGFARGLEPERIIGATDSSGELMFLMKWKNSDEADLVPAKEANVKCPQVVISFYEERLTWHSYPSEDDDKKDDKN
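Compound inhibition of the preformed complex between 50 nM HP1-beta and 50 nM biotinylated H3K9me3 peptide was read by AlphaScreen. Buffer was PBS pH 7.4 with 0.01% Tween-20. Incubations ran 30 min at room temperature, with 10 ug/mL donor/acceptor beads.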
G9a block: qHTS Assay for Inhibitors of Histone Lysine Methyltransferase G9a. 350,000 tested, 8.8% active. Histone-lysine N-methyltransferase EHMT2 (Homo sapiens), Q96KQ7. G9a H3K9 monomethylation, AlphaScreen, 2 h. Potency, µM (doses to about 102 µM), for inactives: at the top dose activity, negative = inhibition, usual class: inhibitors; further: potency means the concentration at half of the fitted maximal effect; on the % scale 0 is the no-effect control and ±100 the full control effect; nearly all actives have a fitted effect of over 75% in size
Target sequence (Q96KQ7 913-1193 limits assumed): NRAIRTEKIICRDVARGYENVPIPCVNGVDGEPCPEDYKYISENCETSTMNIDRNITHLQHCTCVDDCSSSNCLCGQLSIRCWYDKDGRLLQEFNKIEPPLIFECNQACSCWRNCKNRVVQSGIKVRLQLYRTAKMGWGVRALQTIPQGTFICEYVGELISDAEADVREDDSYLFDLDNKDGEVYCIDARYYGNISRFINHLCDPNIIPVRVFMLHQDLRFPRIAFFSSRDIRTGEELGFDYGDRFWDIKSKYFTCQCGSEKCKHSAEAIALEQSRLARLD
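Step 1: enzyme (final 20 nM) with compound, 15 min RT. Step 2: substrate peptide 500 nM and SAM 20 uM, 2 h RT. Step 3: anti-H3K9me1 antibody and AlphaScreen beads, 10 min, then plate read.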
BAZ2B block: qHTS Assay for Inhibitors of BAZ2B. Potency, µM (top dose mostly 114 µM), without a hit: top-dose activity change, negative = inhibition, usual class: inhibitors. 360,000 tested, 4.4% active. AlphaScreen BAZ2B-H3K14Ac peptide displacement. Bromodomain adjacent to zinc finger domain protein 2B (Homo sapiens), Q9UIF8; further: potency means the concentration at half of the fitted maximal effect; on the % scale 0 is the no-effect control and ±100 the full control effect; nearly all actives have a fitted effect of over 60% in size
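AlphaScreen displacement of biotin-H3(5-23)K14Ac peptide (50 nM final) from BAZ2B (50 nM final) in PBS pH 7.4, 0.01% Tween-20; complex preformed 30 min RT, then compounds (top 110 uM) 30 min RT, beads 20 min dark.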
The depositor's hits bear a star; ? = inconclusive; & = joins results of further samples; [ ] = remark or other dose. Unless noted, the call rests on the fitted dose curve; in most records, active means well fitted curve in the direction sought with a large enough effect; inconclusive means small, poorly fitted or top-dose-only effect, or another doubt; inactive means no such curve, though single readings can be large; an effect the other way counts as inactive or inconclusive. The list is partial; the hit share may differ from the screen's.

SMILES	PGK inhibitor	PI4K2A inh	Pol eta inh	GLS inhibitor	Pin1 inh	JMJD2A Tudor	HP1b binding inh	G9a block	BAZ2B block
COc1ccc(S(=O)(=O)Nc2nnc(CC(C)C)s2)cc1	-1%	-2&2	-17%	12%&6%&4%	-7%	-12%	30%	-38%[12.7 µM]	3%
CCOC(=O)Nc1ccc(NCc2ccc(F)cc2)nc1N	-2%	?	28µM*	2%&9%&-1%	?	56µM*	?	1.2µM*	71µM*
C[C@]12CC[C@H]3C(=CCc4cc(O)ccc43)[C@@H]1CCC2=O	0%	-5	-7%	10%	-4%	-22%	26%	-18%[59 µM]	1%

Three compounds already listed, arranged by heavy-atom count, ascending:
SMILES	PGK inhibitor	PI4K2A inh	Pol eta inh	GLS inhibitor	Pin1 inh	JMJD2A Tudor	HP1b binding inh	G9a block	BAZ2B block
C[C@]12CC[C@H]3C(=CCc4cc(O)ccc43)[C@@H]1CCC2=O	0%	-5	-7%	10%	-4%	-22%	26%	-18%[59 µM]	1%
COc1ccc(S(=O)(=O)Nc2nnc(CC(C)C)s2)cc1	-1%	-2&2	-17%	12%&6%&4%	-7%	-12%	30%	-38%[12.7 µM]	3%
CCOC(=O)Nc1ccc(NCc2ccc(F)cc2)nc1N	-2%	?	28µM*	2%&9%&-1%	?	56µM*	?	1.2µM*	71µM*

Compound profiles (already shown).
Record of C[C@]12CC[C@H]3C(=CCc4cc(O)ccc43)[C@@H]1CCC2=O : PGK inhibitor = 0%; PI4K2A inh = -5; Pol eta inh = -7%; GLS inhibitor = 10%; Pin1 inh = -4%; JMJD2A Tudor = -22%; HP1b binding inh = 26%; G9a block = -18%[59 µM]; BAZ2B block = 1%
Record of COc1ccc(S(=O)(=O)Nc2nnc(CC(C)C)s2)cc1 : PGK inhibitor = -1%; PI4K2A inh = -2&2; Pol eta inh = -17%; GLS inhibitor = 12%&6%&4%; Pin1 inh = -7%; JMJD2A Tudor = -12%; HP1b binding inh = 30%; G9a block = -38%[12.7 µM]; BAZ2B block = 3%
